NF-kB neuron act: compounds increasing NF-kB expression in human neuronal cells. NF-kB reporter expression; hits give high values. fold change at 12.5 µM. hit rate 1.6% among 190,000; in the data active means fold change above about 3.3
ROMK primary: modulators of human ROMK potassium channel. P48048. Tet-inducible ROMK, thallium flux fluorescence; actives lie on both sides. B-score at 10 µM. hit rate 2% among 130,000;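 active means signal ratio slope over the read window, or its plate-corrected B-score, at least 3 SD from the plate mean, either direction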;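 further: B-score of the F/F0 ratio slope over 7 to 12 s after thallium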
Target sequence (P48048 whole entry, looked up): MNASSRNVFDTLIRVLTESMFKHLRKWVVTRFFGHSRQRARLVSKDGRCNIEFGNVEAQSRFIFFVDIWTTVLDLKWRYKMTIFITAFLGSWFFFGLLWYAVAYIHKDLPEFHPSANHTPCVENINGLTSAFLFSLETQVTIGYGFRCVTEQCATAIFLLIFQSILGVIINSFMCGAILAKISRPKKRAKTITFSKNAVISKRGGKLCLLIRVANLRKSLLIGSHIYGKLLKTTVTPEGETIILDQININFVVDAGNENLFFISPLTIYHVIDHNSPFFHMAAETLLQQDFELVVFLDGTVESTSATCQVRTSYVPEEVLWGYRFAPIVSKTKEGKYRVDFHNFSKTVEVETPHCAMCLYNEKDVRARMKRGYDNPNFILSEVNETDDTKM
STAT3 act: STAT3 signaling activation. activation (% of control), % at 5.6 µM. U3A cells, IL-6 STAT3-luciferase reporter, luminescence; 100% = signal with IL-6 EC80 alone. AID 871. hit rate 0.91% among 190,000;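 active means activation above the screen-wide mean of compound activation plus 3 SD, cut at about 130% in these data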;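 further: 0% = background luminescence of wells with medium and substrate only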
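Material: STAT3-luciferase reporter U3A cells; Probe or stimulus: IL-6 (33 ng/mL); Incubation: compound pre-incubation 1 h before IL-6, then 6 h stimulation at 37 °C; Technique: luminescence from STAT3-driven luciferase reporter; Evaluation: % activation versus median of IL-6-stimulated wells; Controls: IL-6-only high control.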
STAT1 activator: STAT1 signaling activation | activation (% of control), % at 5.5 µM | hit rate 2.6% among 200,000 | NIH 3T3 STAT1-luciferase reporter, IFN-gamma, luminescence; 100% = IFN-gamma alone, no compound | AID 932;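 active means activation above the screen-wide mean activation plus 3 SD, cut at about 130% in these data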;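 further: raw ratio to IFN-gamma control signal so 100% means no change and 0% no light; values of inactives mirror those of a sister screen read the other way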
APP 5'UTR act: activates APP 5'UTR luciferase reporter; SH-SY5Y APP 5'UTR luciferase reporter, luminescence; zero percent = DMSO vehicle wells; activation, % at 2 µM; hit rate 1% among 190,000; AID 1276;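 active means activation above a set limit, based on mean plus 3 SD of controls, cut at about 140% in these data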; further: values of inactives mirror those of a sister screen read the other way
FLuc stim CS: firefly luciferase counter-screen for stimulation assays; P08659; ATPlite luciferase biochemical, luminescence, 10 min; 0 = ATP-free wells, 1 = DMSO control; activation factor at 10 µM; 200,000 tested, under 10 active; AID 1027;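 active means luciferase activation factor, scaled between plate controls, of at least 2 with compound at 10 µM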
Target sequence (P08659 whole entry, looked up): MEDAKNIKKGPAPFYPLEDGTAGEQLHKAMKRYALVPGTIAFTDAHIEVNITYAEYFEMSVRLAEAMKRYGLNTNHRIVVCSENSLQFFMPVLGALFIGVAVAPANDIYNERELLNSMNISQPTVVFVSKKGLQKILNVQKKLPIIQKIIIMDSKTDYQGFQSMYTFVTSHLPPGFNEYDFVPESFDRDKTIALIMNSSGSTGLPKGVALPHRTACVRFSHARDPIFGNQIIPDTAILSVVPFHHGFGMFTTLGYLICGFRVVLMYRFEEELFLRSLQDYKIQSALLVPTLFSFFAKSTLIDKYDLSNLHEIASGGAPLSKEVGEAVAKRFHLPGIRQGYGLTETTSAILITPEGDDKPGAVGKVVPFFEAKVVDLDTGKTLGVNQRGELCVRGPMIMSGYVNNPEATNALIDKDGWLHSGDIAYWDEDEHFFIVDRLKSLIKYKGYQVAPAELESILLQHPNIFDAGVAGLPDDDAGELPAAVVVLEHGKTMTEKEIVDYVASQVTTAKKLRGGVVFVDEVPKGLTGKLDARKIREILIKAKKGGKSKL
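System: cell-free luciferase reagent; medium: PBS as buffer for the ATP substrate; doses: test compounds dosed from 2 mM stocks in 100% DMSO; incubation: 10 min, room temperature; measured by: luminescence from luciferase reaction; read-out: luciferase activation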
STAT1 blocker: inhibitors of IFN-gamma induced STAT1 signaling; hit rate 0.35% among 200,000; AID 920; NIH 3T3 STAT1-luciferase reporter, luminescence; inhibition, % at 5.5 µM;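 active means inhibition above a set limit, the mean inhibition across all tested compounds plus 3 SD, cut at about 34% in these data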;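 further: 0% = IFN-gamma with DMSO and 100% = IFN-gamma with 300 µM nifuroxazide; values of inactives mirror those of a sister screen read the other way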
APP transl inh: APP translation inhibition; SH-SY5Y APP 5'UTR-luciferase reporter, luminescence; inhibition, % at 2 µM; hit rate 0.82% among 190,000;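 active means inhibition above a set limit, derived from the sample mean plus 3 SD, cut at about 45% in these data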; further: values of inactives mirror those of a sister screen read the other way
STAT3 inh: reduces IL-6 driven STAT3 reporter signal; U3A cells, IL-6 STAT3-luciferase reporter, luminescence; host cell line lacks STAT1; inhibition, % at 5.5 µM; hit rate 0.89% among 190,000; AID 862;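 active means inhibition above the mean inhibition across all screened compounds plus 3 SD, cut at about 44% in these data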;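 further: 0% = DMSO only wells and 100% = 100 µM nifuroxazide control wells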
FLuc inhib CS: Photinus pyralis luciferase inhibition counter-screen. P08659. ATPLite firefly luciferase biochemical luminescence, 10 min. inhibition, % at 10 µM. hit rate 1.5% among 200,000;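 active means inhibition above about 50% when tested at 10 µM, limit read from the data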
An asterisk follows results filed as active; nt = not tested or not shown.

A first look:
SMILES	NF-kB neuron act	ROMK primary	STAT3 act	STAT1 activator	APP 5'UTR act	FLuc stim CS	STAT1 blocker	APP transl inh	STAT3 inh	FLuc inhib CS
CCOC(=O)C1CCCN(S(=O)(=O)c2ccc(Br)c(OC)c2)C1 (configuration not stated)	1.2	nt	113	99	-4	1.1	1	4	-8	-5
COc1ccc(/C=C/C(=O)ONC2=NCCCCC2)cc1OC	0.84	0.59	100	102	0	0.9	-2	0	2	12

The listing, repeating the preview:
SMILES	NF-kB neuron act	ROMK primary	STAT3 act	STAT1 activator	APP 5'UTR act	FLuc stim CS	STAT1 blocker	APP transl inh	STAT3 inh	FLuc inhib CS
CCOC(=O)C1CCCN(S(=O)(=O)c2ccc(Br)c(OC)c2)C1 (configuration not stated)	1.2	nt	113	99	-4	1.1	1	4	-8	-5
COc1ccc(/C=C/C(=O)ONC2=NCCCCC2)cc1OC	0.84	0.59	100	102	0	0.9	-2	0	2	12
CCOC(=O)N1CCC(N2CCCC(C(=O)c3ccc4cc(OC)ccc4c3)C2)CC1 (configuration not stated)	0.84	-0.8	102	100	-5	1.1	0	6	3	-7
COc1c(C)cccc1C(=O)Nc1ccc(N2CCN(S(C)(=O)=O)CC2)cc1	2	-1	97	145*	35	1	-49	-35	6	3
CC1CCCC(NC(=O)COC(=O)c2cc(S(=O)(=O)N3CCCCC3)ccc2N2CCOCC2)C1C (configuration not stated)	1.2	-1.7	113	98	4	1	2	-4	-9	-1
c1ccc(C2CN3CCSC3=N2)cc1 (configuration not stated)	1.2	1.2	98	99	-4	1	0	4	5	-4
COc1ccc(Nc2nnc(Cc3ccc(Cl)cc3)c(=O)[nH]2)c(OC)c1	1	nt	102	98	-11	1	4	11	4	-3
CC(=O)NC1=NC(=O)/C(=C/c2cn(C(C)=O)nc2-c2ccccc2)S1	0.94	-0.31	98	110	-1	1	-14	0	4	0
O=C1C2CCCN2C(=O)N1CCCCN1CCN(c2ccc(F)cc2)CC1 (configuration not stated)	0.89	0.015	103	106	2	1	-7	-2	2	-5
O=C1CCCN1CCC1CCN(C2CC(=O)N(c3ccc(F)cc3)C2=O)CC1 (configuration not stated)	0.99	-0.22	100	101	7	1	-4	-7	3	1
CC(C)CNC(=O)NC(=O)COC(=O)c1cc([N+](=O)[O-])ccc1NCc1ccccc1Cl	1.1	0.3	106	106	3	1.1	-7	-3	1	-8
N#CCOC(=O)c1sccc1-n1cccc1	1.2	nt	100	101	12	1.1	-1	-12	6	-8
CCOC(=O)c1c(-c2ccc(C)cc2)csc1NC1=NS(=O)(=O)c2ccccc21	1	0.67	106	102	8	1	-3	-8	-3	-1
CNc1nc(C)c(C(=O)OCc2ccccc2)s1	5*	nt	101	116	28	0.9	-17	-28	0	7
COc1ccc(Cl)cc1NC(=O)N(C)Cc1c(C)nn(C)c1C	1.2	nt	94	92	8	1	8	-8	11	0
NS(=O)(=O)c1ccc(CNC(=O)C23CC4CC(CC(C4)C2)C3)cc1	1.1	0.0067	101	98	1	1	-1	-1	0	-2
O/N=C/c1cn(-c2ccc(Cl)cc2)nn1	1.6	0.2	101	124	7	1	-29	-7	10	4
C=CCNC(=S)Nc1ccc(OC)c(S(=O)(=O)N2CCOCC2)c1	1.2	0.08	96	98	-19	1.1	3	19	6	-7
Cc1cc(C=O)c(C)n1-c1cc(C(=O)O)cc(C(=O)O)c1	1.3	0.054	99	99	-1	1.1	-1	1	3	-6
CC(C)(C)OC(=O)N1CCC[C@H]1c1nnc(SCc2ccccc2F)o1	0.91	nt	96	96	12	1.1	4	-12	5	-9

Another view of 2 compounds above:
CC1CCCC(NC(=O)COC(=O)c2cc(S(=O)(=O)N3CCCCC3)ccc2N2CCOCC2)C1C (configuration not stated)
  NF-kB neuron act: 1.2	ROMK primary: -1.7	STAT3 act: 113	STAT1 activator: 98	APP 5'UTR act: 4	FLuc stim CS: 1	STAT1 blocker: 2	APP transl inh: -4	STAT3 inh: -9	FLuc inhib CS: -1
c1ccc(C2CN3CCSC3=N2)cc1 (configuration not stated)
  NF-kB neuron act: 1.2	ROMK primary: 1.2	STAT3 act: 98	STAT1 activator: 99	APP 5'UTR act: -4	FLuc stim CS: 1	STAT1 blocker: 0	APP transl inh: 4	STAT3 inh: 5	FLuc inhib CS: -4

Remaining list, next part
SMILES	NF-kB neuron act	ROMK primary	STAT3 act	STAT1 activator	APP 5'UTR act	FLuc stim CS	STAT1 blocker	APP transl inh	STAT3 inh	FLuc inhib CS
O=C(O)Cc1ccc(OCc2ccc(Cl)nc2)cc1	1.3	0.32	102	110	29	1	-12	-29	10	2
O=C(NC1CCCCCC1)c1cc(S(=O)(=O)N2CCOCC2)ccc1N1CCCCC1	0.84	nt	105	110	22	1	-11	-22	2	-3
CC1=CC(C)(C)N2C(=O)C3(SCC(=O)N3c3ccc(O)cc3)c3cc(C)cc1c32 (configuration not stated)	0.86	-1.2	106	102	-3	1.1	-2	3	0	-9
Cc1ccccc1NC(=O)N1CCc2ccccc2C1	1.6	0.068	90	116	-7	1	-16	7	14	5
COC(=O)N/N=C/c1ccc(-c2ccc(C)c(Cl)c2)o1	1.3	nt	105	114	20	1	-15	-20	-11	4
CCN(Cc1cc2ccccc2[nH]c1=O)C(=O)C(C)C	1.1	0.49	96	98	-26	1	3	26	6	-4
COC(=O)c1ccc(Sc2ccccc2NS(=O)(=O)c2ccc(NC(C)=O)cc2)nc1	1.2	nt	113	102	5	1	-2	-5	-13	0
O=[N+]([O-])c1cnccc1Nc1ccc(F)cc1	1.1	nt	101	100	5	1	0	-5	1	-3
CCOC(=O)c1ccc(NC(=S)N2CCSC2c2ccc(Br)cc2)cc1 (configuration not stated)	1.5	0.56	100	93	-4	1	8	4	-3	-4
CCOC(=O)c1ccc(S(=O)(=O)n2c(CN3CCCCC3)nc3ccccc32)cc1	1.4	nt	107	103	-2	1	-3	2	1	-4
COc1ccc(-c2c[n+]3c(n2-c2ccccc2)CCCCC3)cc1	0.7	nt	75	81	1	1.1	21	-1	28	-9
CC(Oc1ccccc1)c1nnc(N)s1 (configuration not stated)	nt	0.8	99	97	6	1	4	-6	8	2
CSCCC(NC(=O)c1ccc([N+](=O)[O-])cc1Cl)C(=O)OCC(=O)N(C)C (configuration not stated)	1	nt	102	102	5	1	-2	-5	0	3
COc1ccc(CCNC(=O)Cn2c(=O)n(CC3CCCO3)c(=O)c3ccccc32)cc1OC (configuration not stated)	0.92	-0.065	97	95	2	1	5	-2	10	-4
Fc1ccc(-c2nc3c(-c4ccccc4)cnn3cc2CCN2CCOCC2)cc1	0.79	-0.52	114	99	43	1	-1	-43	-10	2
COC(=O)CSc1nc(-c2ccc(C)cc2)c2c(c1C#N)CCCC2	1.1	-1.2	99	97	16	1	4	-16	1	-2
Cn1c(SCC(=O)n2c3c(c4ccccc42)CCCC3)nnc1-c1ccccc1	1.2	-0.23	97	99	-10	1.1	1	10	9	-7
Cc1ccc(SCc2nc(-c3ccccn3)no2)cc1	1.7	nt	102	125	37	1	-27	-37	2	4
Cc1ccc(-n2ncc3c(SCc4cccnc4)ncnc32)c(C)c1	1.4	-1.1	40	80	14	1	21	-14	75*	3
CCN(CC)CC(=O)N1CCCC(C(=O)c2ccccc2OC)C1 (configuration not stated)	1.4	-0.089	106	109	-7	1.1	-10	8	-1	-6
O=C(NC1CCCCC1)c1ccc(COCC(F)(F)F)o1	1.1	nt	101	104	2	1	-4	-2	2	-1
COc1ccc(C(=O)Nc2ccc3c(c2)OCCO3)cc1[N+](=O)[O-]	1.2	-0.59	90	106	6	0.8	-7	-6	15	24
COc1cccc(C2CC(=O)N3CN(c4ccccc4F)CSC3=C2C#N)c1 (configuration not stated)	1	nt	95	93	3	1.1	8	-3	14	-10
COC(=O)CN(c1ccc(C)cc1)S(=O)(=O)c1c(C)[nH]c(=O)[nH]c1=O	1.2	0.068	102	103	8	1	-3	-8	4	0
CC(C)(C)NC(=O)CN(Cc1ccc(F)cc1)C(=O)Cn1nnc(-c2ccc(F)cc2)n1	0.95	-0.62	106	105	-6	1.1	-8	6	-3	-10
CSc1n[nH]c(/N=C/c2oc(O)c3ccccc23)n1	1.6	1.2	96	99	9	1	1	-9	12	-3
O=C(Nc1ccccc1C(F)(F)F)N1CCN(C(c2ccccc2)c2ccccc2)CC1	1.5	0.95	102	100	-6	1	-2	6	-2	-3
Cc1ccc(N(C(=O)c2nsc(Cl)c2Cl)C(C(=O)NC2CCCC2)c2ccc(O)cc2)cc1C (configuration not stated)	0.88	-0.91	103	103	25	1.1	-3	-25	-4	-7
Nc1ccc(C(=O)OCC(=O)Nc2ccc([N+](=O)[O-])cc2C(F)(F)F)cc1	0.96	nt	97	93	0	1.1	8	0	-1	-6
CCOC(=O)C(NCCCCl)c1ccccc1 (configuration not stated)	0.95	-0.22	108	100	2	1	-2	-2	-9	-2
CC(C)(C)C1CCc2c(C(=O)NNC(=O)CCCC(=O)O)csc2C1 (configuration not stated)	0.91	-0.41	106	100	10	1	-1	-10	-6	2
COc1cc(CN2CCN(c3ccccc3C)CC2)cc([N+](=O)[O-])c1O	1.3	-0.066	95	98	9	1	4	-9	4	-1
CCOC(=O)c1ccc(NC(=O)CN2C(=O)CSC(C)C2=O)cc1 (configuration not stated)	0.9	-0.2	105	113	-5	0.8	-15	5	-9	20
O=C(COC(=O)c1ccccc1[N+](=O)[O-])Nc1cc(S(=O)(=O)N2CCOCC2)ccc1N1CCCC1	0.87	-0.098	103	97	20	1	1	-20	-2	-4
CCOC(=O)c1c(NC(=O)CSc2nnc(-c3c[nH]c4ccccc34)n2CCOC)sc2c1CCCC2	1.1	-2.1	116	93	-19	1	7	19	-19	4
O=C(NCC1(c2ccccc2)CCCC1)C(=O)NCC1(c2ccccc2)CCCC1	1.5	0.51	102	98	13	1	6	-13	-1	-4
CC(=O)Nc1ccc(OCCC[n+]2cccc(C(=O)[O-])c2)cc1	1.4	0.16	90	93	-6	1	5	6	16	-3
Cc1cccc(OCC(=O)Nc2ccccc2F)c1	2.3	-0.067	95	103	43	0.9	-5	-42	9	6
COc1ccc(C(=O)N2CCCC(c3nc(-c4cccs4)no3)C2)cc1OC (configuration not stated)	1.1	0.0094	105	96	10	1.1	4	-10	3	-7
CC(=O)Nc1nc(SCC(=O)NCC2CCCO2)[nH]c(=O)c1NC(=O)c1cccs1 (configuration not stated)	0.97	0.5	112	103	-1	1	-5	1	-6	-3
CCN1CCN(C(=O)C2c3cc(OC)c(OC)cc3C(=O)N(C)C2c2ccc(SC)cc2)CC1 (configuration not stated)	0.89	nt	100	113	19	1.1	-14	-19	4	-5
O=C(CCc1ccccn1)NC1CCCc2c1cnn2-c1ccc(F)cc1F (configuration not stated)	1	nt	93	88	-13	1	10	13	11	1
OCCC1CN(Cc2cnn(-c3ccc(F)cc3)c2)CCN1Cc1ccsc1 (configuration not stated)	1.1	-0.062	102	96	-7	1	4	7	3	-3
CCC1CCCCN1CC(O)Cn1c2ccccc2n2c(=O)cc(C)c(C#N)c12 (configuration not stated)	1.1	-0.23	107	101	-5	1	-1	5	-8	-5
CC(=O)c1c(C)[nH]c(C(=O)Nc2ccc(Cl)c(S(=O)(=O)N(C)C)c2)c1C	2.5	1.5	93	118	82	0.9	-20	-82	11	10

Screens from PubChem BioAssay.

No enrichment for hits; 7.1% or so of the library scored in one or more.
